# Screening data as filed in PubChem BioAssay.
# mcGAS RapidFire: inhibitors of mouse cGAS; 130,000 tested, 0.18% active; Q8C6L5; recombinant mouse cGAS, cGAMP by RapidFire MS; inhibition, % at 12.5 µM;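 active means inhibition of cGAS enzyme activity at or above 60%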;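 further: enzyme stimulated by 45 bp dsDNA with ATP and GTP substrates; cGAMP share of summed cGAMP plus half ATP and half GTP signals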
# Target sequence (Q8C6L5 whole entry, looked up): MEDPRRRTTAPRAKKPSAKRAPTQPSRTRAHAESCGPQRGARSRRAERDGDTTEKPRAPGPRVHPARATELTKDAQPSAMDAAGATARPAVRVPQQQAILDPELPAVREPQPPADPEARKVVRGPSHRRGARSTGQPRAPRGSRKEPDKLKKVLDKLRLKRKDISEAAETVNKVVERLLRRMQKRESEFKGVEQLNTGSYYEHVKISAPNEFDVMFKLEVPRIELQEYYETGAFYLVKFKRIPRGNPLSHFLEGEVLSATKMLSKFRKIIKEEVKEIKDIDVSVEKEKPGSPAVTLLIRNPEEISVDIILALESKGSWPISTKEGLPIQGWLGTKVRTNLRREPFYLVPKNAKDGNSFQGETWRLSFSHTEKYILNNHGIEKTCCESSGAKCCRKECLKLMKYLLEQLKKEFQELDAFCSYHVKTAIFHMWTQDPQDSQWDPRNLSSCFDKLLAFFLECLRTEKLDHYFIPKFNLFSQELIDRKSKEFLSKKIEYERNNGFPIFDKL
# An asterisk follows results filed as active; & = joins results of further samples.
# Start of the data: the first 6 compounds, to show the layout:
mol	mcGAS RapidFire
CC(=O)N1CCN(C(=O)CC2CSc3nc(C(C)C)cc(=O)n32)CC1 (centres undefined)	-5
O=C(CCC1NC(=O)c2ccccc2NC1=O)Nc1cccnc1 (centres undefined)	-1
CC(C)N1C(=O)COCc2cc(-c3cccc(C(N)=O)c3)ccc21	1
Cc1cc(=O)oc2cc(OCC(=O)C(C)(C)C)ccc12	-8
CC(C)(N)c1c(Cl)cccc1Cl	-2
CN(C)c1ncnc2c1CCN(C(=O)C(O)c1ccc(C(F)(F)F)cc1)C2 (centres undefined)	6

# The list itself (from the top)
mol	mcGAS RapidFire
CC(=O)N1CCN(C(=O)CC2CSc3nc(C(C)C)cc(=O)n32)CC1 (centres undefined)	-5
O=C(CCC1NC(=O)c2ccccc2NC1=O)Nc1cccnc1 (centres undefined)	-1
CC(C)N1C(=O)COCc2cc(-c3cccc(C(N)=O)c3)ccc21	1
Cc1cc(=O)oc2cc(OCC(=O)C(C)(C)C)ccc12	-8
CC(C)(N)c1c(Cl)cccc1Cl	-2
CN(C)c1ncnc2c1CCN(C(=O)C(O)c1ccc(C(F)(F)F)cc1)C2 (centres undefined)	6
Cc1ccc(-c2nc(CC(=O)NCC(F)(F)F)cs2)o1	-4
Cc1nc2n(n1)C(=O)C(C(c1ccccc1)N1CCN(Cc3ccccc3)CC1)S2 (centres undefined)	-6
CC1CCCN(C(C)C(=O)N(c2nccs2)C2CCCCC2)C1 (centres undefined)	-55
CC(C)(C)c1ncsc1C(=O)NCCNc1ccccn1	-11
CC1CCc2[nH]c3c(C(=O)NCC4CN(C)CCO4)cccc3c2C1 (centres undefined)	5
O=C1CC(N2C(=O)C3CC=CCC3C2=O)C2COC1O2 (centres undefined)	-14
O=C(NC1CCN(Cn2nc(Nc3ccccc3F)sc2=S)CC1)c1ccccc1	-9
CC(C)(C)c1cc(C2CC(=O)Nc3cc(N4CCNC4=O)ccc32)[nH]n1 (centres undefined)	-5
CCCn1c(N)c(C(=O)CSc2nncs2)c(=O)[nH]c1=O	-4

# Following part
mol	mcGAS RapidFire
Cc1cnc2c(C(=O)N(C)Cc3nc4ccc(F)cc4[nH]3)cnn2c1	-19
CN(C)CC[C@H](c1ccc(Cl)cc1)c1ccccn1	0&0
O=C(NC1CC1)C1CCN(S(=O)(=O)N2CCCCCC2)CC1	-7
CN(C)c1ccc(N=Nc2cccc(S(=O)(=O)C(F)F)c2)cc1	-7
CCCn1ncc(C(=O)N2CCC(c3ccccc3C(=O)O)C2)c1C (centres undefined)	7
CCC(CO)Nc1ccn2nccc2n1 (centres undefined)	1
CC(c1ccc(-n2cncn2)cc1)N(C)C(=O)C1CCCN(C(=O)N2CCCC2)C1 (centres undefined)	-3
C#CCOC(=O)c1ccccc1C(=O)N(CC)CC	-6
Cc1nc(-c2ccc(-c3cccs3)s2)n(CC(=O)NOCc2ccccc2)c1C	-3
CCN(Cc1noc(C2CCC2)n1)C(=O)CSc1nnc(C)s1	-8
COC(=O)c1ccc(OCC(=O)N2CCOC(C)C2)c(Br)c1 (centres undefined)	3
Cc1ccc(-c2coc3ccccc3c2=O)c2cccnc12	-6
O=C(CNC(=O)c1ccccc1)NCCN1C(=O)SC(=Cc2ccccc2F)C1=O	-7
CNC(=O)NC1CCCN(c2ccccc2Cl)C1 (centres undefined)	-1
CCOc1ccccc1-c1noc(CNCC2CN(C)CCO2)n1 (centres undefined)	-4

# Remaining list, next part.
mol	mcGAS RapidFire
O=C(O)CCc1nnc(SCc2ccc(F)cc2)[nH]c1=O	0
Cc1c(C(=O)N2CCCC(C)C2)c(C(F)(F)F)nn1C1CCCN(C)C1 (centres undefined)	-6
O=C(c1c[nH]c2cc(Cl)ccc2c1=O)N1CC[C@H](CO)[C@H](O)C1	-6
CN1C(=O)CC(C(=O)Nc2nncs2)C1c1cccc(Cl)c1 (centres undefined)	-7
CCCC(=O)Nc1cc(-c2ccc(OCC)nn2)ccc1C	5
CCc1nnc(C(C)NC2CCCCC2C)o1 (centres undefined)	-5
C=C(Br)CN(C)Cc1nc(C(C)OC)no1 (centres undefined)	-2
COc1ccc(S(=O)(=O)NC(=O)C2(C)CCN2C(=O)CC2CCCCC2)cc1OC (centres undefined)	-2
CC(C)n1c(CNC(=O)c2ccccc2O)n[nH]c1=S	-5
Cc1ccc2c(c1)c(=O)c(C(=O)N(C)Cc1nc3ccc(F)cc3[nH]1)cn2C	-10
Cc1ccc(-n2ncc3c(=O)n(NC(=O)c4ccc(S(=O)(=O)N(C)C)cc4)cnc32)cc1C	-6
Cc1n[nH]c(C)c1NC(NC(=O)c1ccco1)(C(F)(F)F)C(F)(F)F	-4
NC(=O)c1cnc2n1CCN(C(=O)c1ccc(C3CCCO3)s1)C2 (centres undefined)	-10&-7
COc1ccc(CNc2c[nH]c(=O)cc2C)cc1OCCCC#N	83*
COC(=O)c1ccc(NC(=O)CCc2nc(-c3cccs3)no2)cc1	-7

# Further structures follow.
mol	mcGAS RapidFire
O=C(C1CC2(CCNCC2)CN1)N1CC(n2cccn2)C1 (centres undefined)	-7
O=C(CN1CCN(c2ccc(F)c(F)c2)C1=O)Nc1cccc2nsnc12	-5
Cc1ccc(CNc2nc(N)c([N+](=O)[O-])c(N3CCCCC3)n2)cc1	-12
O=C(O)c1ccccc1CN1CCCN(Cc2ccccc2F)CC1	-10
O=[N+]([O-])c1ccc2c(c1)CCN2	0
Oc1ccc(C=NNc2ccc(C(F)(F)F)cn2)cc1	-1
CSc1cccc(NC(=O)CN2C(=O)c3cccc4cccc2c34)c1	-3
COc1ccc(CNC(=O)c2cc(Cl)cc(Cl)c2)cn1	-13
O=C(O)C1c2ccccc2C(=O)N(Cc2ccccc2)C12CCCC2 (centres undefined)	-12
COc1ccc(NC(=O)N2CCN3CCN(C)CC3C2)cc1Cl (centres undefined)	0
O=C(Cn1cnc(-c2ccccc2)cc1=O)N1CCOCC1	-4
Cc1nc2ccccc2nc1N1CCN(C(=O)C(C)C)CC1	-2
Cc1cc(C)c2c(=O)n(CC(=O)Nc3cccc(C#N)c3)n(C)c2n1	-7
c1cc2nnnn2nc1NCC1(N2CCOCC2)CCSC1 (centres undefined)	-2
O=S(=O)(NC1CCCCC1)c1ccc(Cl)s1	6

# (more compounds)
mol	mcGAS RapidFire
Nc1ccc(-c2cc(NC3CCCC3)nc3[nH]ccc23)nc1	-20
CCOC(=O)c1nn(-c2ccc(C)cc2)c(=O)cc1N1CCN(c2cccc(C(F)(F)F)c2)CC1	-1
COc1cc(-c2nc(C=Nc3ccc(I)cc3C)c(O)o2)cc(OC)c1OC	-16
Cc1ccc(F)c(OCCCS(C)(=O)=O)c1	-42
O=C(Cn1c(=O)oc2ccccc21)N1CCN(Cc2ccc(Cl)s2)CC1	-6
COc1cc(C(=S)N2CCOCC2)cc(OC)c1OC(=O)CCc1ccccc1	-5
CC(C)S(=O)(=O)NC(=O)C1(C)CCN1C(=O)Cc1ccc(Cl)cc1Cl (centres undefined)	-4
C=CCNC(=O)CC1(CC(=O)Nc2nccs2)CCCCC1	-4
C=CCn1c(N)c(C(=O)N2CCN(C)CC2)sc1=S	-16
CCNC(=O)C1(C)CCN(CCOc2ccccc2)C1 (centres undefined)	-4
Cc1nc2sc(C)c(C)n2c(=O)c1NC(=O)c1cccnc1	-11
CCCc1nc(COc2ccc(CO)nc2)cs1	-4
COc1ccc(S(=O)(=O)NCC(C)C)c2ccccc12	-6
Cc1nc(C)c(-c2cccc3[nH]ccc23)s1	-4
Cc1ccc(C(c2c(O)cc(C)n(Cc3cccnc3)c2=O)N2CCN(c3ccc(F)cc3)CC2)cc1 (centres undefined)	-7

# New compounds follow
mol	mcGAS RapidFire
Cc1cn2c3c(=O)n(CC(C)C)c(=O)n(C)c3nc2n1C(C)c1ccccc1 (centres undefined)	7
Fc1cc(Br)ccc1Nc1nc2ccccc2n2cnnc12	-6
COc1ccc(-n2ccnc2CN2CCC(C(=O)N3CCCC3)CC2)cc1	-47
Cc1cc(C)c(NC=C2C(=O)OC(C)(C)OC2=O)c(C)c1	-4
O=C(NCCC(F)(F)F)NC1CCC2(CC1)OCCO2	6
Cc1[nH]nc(C(=O)N2CCCC2Cc2cccc3ccccc23)c1Br (centres undefined)	-4
CN=C1SCC(O)(c2cccc([N+](=O)[O-])c2)N1C (centres undefined)	3
CCCc1cnc(C)nc1NCC1CCN(C(=O)C2CC2)CC1	-7
COc1ccc(N2C(=O)C(Oc3ccc(C)cc3C)C2c2cscn2)cc1 (centres undefined)	-5
Cc1ccc(Cc2nnc(N3CCOCC3)[nH]c2=O)cc1	-8
CCCn1c(C)cn2c3c(=O)n(CC(=O)c4ccccc4)c(=O)n(C)c3nc12	-6
CNCC(O)CN(c1ccccc1)c1ccccc1 (centres undefined)	-5
Cc1ccc(NC(=O)COc2nc(C)no2)c(Cl)c1	-1
CCC(=O)N1CCN(c2ccc(Nc3cccc(C)n3)nn2)CC1	-9
Cc1nnnn1CCCN1CCC2(C1)CN(C)C(=O)O2 (centres undefined)	-22

# In a second layout: 2 of the compounds above
mol: CCCn1c(C)cn2c3c(=O)n(CC(=O)c4ccccc4)c(=O)n(C)c3nc12
- mcGAS RapidFire: -6
mol: CNCC(O)CN(c1ccccc1)c1ccccc1 (centres undefined)
- mcGAS RapidFire: -5

# Later entries.
mol	mcGAS RapidFire
Cc1ccc(-n2c(-c3ccccc3)csc2=NC(C)(C)C)cc1	-31&8
CCn1cc(NC(=O)Nc2cccc(C)n2)c2ccccc21	-6
C=CCNc1nc2c(c(=O)[nH]c(=O)n2C)n1CC(=O)OC	3
CC1(C(=O)NS(=O)(=O)Cc2ccccc2)CCN1C(=O)CCc1ccccc1 (centres undefined)	-11
CC(=O)c1ccc(-n2c(C)ccc2-c2ccccc2)cc1	5
COc1cc(C(C)=NN2CCOCC2)cc(OC)c1OC	-5
Cc1cc(Nc2ccc3c(n2)C(=O)N([C@H](C)C(=O)NCCN(C)C)C3)n(C)n1	5
CC(C)C[C@@H]1NC(=O)c2ccccc2N(CC(=O)NC[C@@H]2CCC3C[C@@H]2C3(C)C)C1=O	-8
Cc1ccc(C(NC(=O)c2cccc3ccnn23)c2ccncc2)cc1 (centres undefined)	-24
CC(Nc1cccc(Br)c1)C(=O)N/N=C\c1ccncc1 (centres undefined)	-9
O=C1N(Cc2c(F)cccc2F)c2ccccc2C12NCCS2 (centres undefined)	-4
COc1ccc(CN2CCN(C3CCN(C(C)=O)CC3)CC2CCO)cc1C (centres undefined)	9
O=C(Nc1cccc(-c2cscn2)c1)C1CCN(Cc2ccc(CO)o2)CC1	-1
COCCn1cnnc1SC(C)C(=O)c1ccc(CCNC(C)=O)cc1 (centres undefined)	-11
CCCC(=Nc1ccccc1O)C1=C(O)CC(CC(C)SCC)CC1=O (centres undefined)	4

# Carrying on.
mol	mcGAS RapidFire
CC(C)c1ccc(CC(=O)N2CCC2(C)C(=O)Nc2cnc3ccccc3c2)cc1 (centres undefined)	-21
CCN(CC)C(=O)[C@@H]1C[C@H](N)CN1S(=O)(=O)c1ccc(OC)c(F)c1	-8
Cc1ccsc1CN(C)C(=O)c1cccc(OC2CCN(C(=O)C3CC3)CC2)c1	-2
COc1ccc(CN(C(=O)c2cc(Br)ccc2F)C2CC2)c(OC)c1	-11
Cc1ccccc1C1CN(C(=O)CCC2CCCO2)C(C)CO1 (centres undefined)	-4
O=c1c2sccc2nc(SCCc2ccccn2)n1-c1ccccc1	-12
NCCNc1ccc2c3c(cccc13)C(=O)N(c1ccc(Cl)cc1)C2=O	1
Brc1cccc(C2=Nn3c(nnc3-c3cccnc3)SC2)c1	-6
N#Cc1nccnc1Oc1ccc2[nH]ncc2c1	-5
Cc1ccnc(NC2CC(=O)N(CCc3cccc(Cl)c3)C2)n1 (centres undefined)	-4
O=C(CC1CCS(=O)(=O)C1)Nc1cc(F)c(F)cc1F (centres undefined)	-4
O=C1/C(=C\c2ccc(-c3cc(Cl)ccc3Cl)o2)N=C2CCCCCN12	27
COc1cccc(-n2cc(CN(C)Cc3cnn(C)c3)cn2)c1	-12
Cc1cnc(NC(=O)C2=NN(c3ccc(C)c(Cl)c3)C(=O)CC2)s1	-6
COc1cccc(-c2nc(C=Nc3nc4ccccc4s3)c(O)o2)c1	-10

# More compounds:
mol	mcGAS RapidFire
Brc1ccsc1/C=C/c1cccs1	-19
O=c1[nH]c2cc3nc(C(F)(F)C(F)(F)F)[nH]c3cc2[nH]1	6
Cc1ccc(C(=O)Nc2nc(-c3cc4cc(Cl)ccc4oc3=O)cs2)cc1	-7
C=CCN(Cc1ccccc1F)C(=O)c1cc(S(=O)(=O)NC)cn1C	14
Nc1nc(NC2CCCCC2)nc(NCc2ccco2)c1[N+](=O)[O-]	-14
CCN(CC)c1nc(C)nc2sc(C(=O)O)c(C)c12	1
CS(=O)(=O)CCN1CCN(C(=O)CSc2ccccc2)CC1	-10
O=C(NCC1CCCO1)Nc1cc(F)ccc1-n1cccn1 (centres undefined)	-7
Cn1cnc2ccc(NCCC(=O)C34CC5CC(CC(C5)C3)C4)cc21	20
O=C(c1ccc(CSc2ncn[nH]2)o1)N1CC(c2cccnc2)C1	-19
O=C(CSc1nnc2c(Cl)cc(Cl)cn12)c1ccc(Cl)s1	-2
Cc1cc(=O)c2cc(-c3cn[nH]c3)ccc2[nH]1	-3
O=C(NC1CCN(C(=O)c2ccco2)CC1)c1cccc(C(F)(F)F)c1	3
Cn1cnc2c(Cl)ncnc21	-2
Cc1nc(SCCC(=O)N2CCc3c(Cl)cccc3C2)n[nH]1	32

# Further compounds:
mol	mcGAS RapidFire
CCCCC(=O)N(C/C(C)=C/c1ccccc1)CC1CCNCC1	5
CCC(C)NCc1ccccc1OS(=O)(=O)c1ccc(NC(C)=O)cc1 (centres undefined)	-9
C=C(C)C(C)(C)C(=O)NCc1cccnc1Oc1ccccc1OC	-14
CC1=NCCN1	-7
CCOc1ccc(NC(=O)CCC(=O)NNC(=O)c2cccc([N+](=O)[O-])c2)cc1	-3
CCN(CC)S(=O)(=O)c1ccc(/C=C/c2nc3ccccc3s2)cc1	-6
CCCC(=O)OCC(=O)NCc1ccc(OC)cc1	-10

# An excerpt; count on the stated rates, not on these rows.
